High-throughput results from PubChem BioAssay.
bovine MsrA act = bovine MsrA enzyme activators, primary screen, biochemical, absorbance, HTS | Methionine sulfoxide reductase A (Bos taurus) | purified bovine MsrA, absorbance read-out | activation, % at 10.6 µM | actives 0.3% (n = 360,000) | AID 602163, 2012; in the data active means activation above about 7.5%;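 further: 0% = vehicle and 100% = reference activator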
CSN inh = inhibitors of CSN-mediated cullin deneddylation, primary screen, biochemical, fluorescence polarization, uHTS; Purified CSN, SCF-Nedd8-OG deneddylation; inhibition, % at 12.5 µM; actives 0.38% (n = 360,000); COP9 signalosome complex subunit 5 (Homo sapiens), Q92905;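 active means pattern-corrected inhibition above about 35%, with an unprinted fluorescence ratio check between 0.5 and 1.5, limit read from the data, passing the limit was not always enough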;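 further: 0% = enzyme with substrate and 100% = substrate without enzyme; some results filed as inactive read as strong as hits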
Target sequence (Q92905 whole entry, looked up, one chain of several): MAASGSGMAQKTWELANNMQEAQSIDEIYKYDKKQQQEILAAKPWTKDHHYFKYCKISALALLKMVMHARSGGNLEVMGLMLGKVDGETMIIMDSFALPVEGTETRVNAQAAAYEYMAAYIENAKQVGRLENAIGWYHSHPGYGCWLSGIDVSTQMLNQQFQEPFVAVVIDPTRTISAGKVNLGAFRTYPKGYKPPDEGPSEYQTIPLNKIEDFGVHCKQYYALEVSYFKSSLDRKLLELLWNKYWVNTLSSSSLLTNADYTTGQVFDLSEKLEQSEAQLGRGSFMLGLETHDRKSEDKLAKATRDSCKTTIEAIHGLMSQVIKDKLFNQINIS
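Assay system: HEK293T-derived human Csn5 enzyme; quantity: 0.24 nM enzyme; medium: Tris/NaCl/DTT buffer, pH 7.5; also added: substrate SCFSkp2-Nedd8OG, 10 nM; doses: 12.5 µM compound; schedule: 90 min reaction at room temperature; signal: FP; read-out: % inhibition of substrate cleavage by Csn5; benchmarks: substrate-only high control, full reaction low control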
eLon inh = inhibitors of E. coli Lon protease, primary screen, biochemical, fluorescence polarization. AID 602123, 2011. inhibition, % at 7.94 µM. P0A9M0. actives 0.42% (n = 360,000). purified E. coli Lon protease; in the data active means inhibition above about 13%, passing the limit was not always enough;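 further: 0% = enzyme with probe and DMSO and 100% = no enzyme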
FAS-TE inh = FAS thioesterase domain inhibitors, primary screen, biochemical, fluorescence intensity, uHTS; actives 0.67% (n = 360,000); recombinant FAS-TE, OMFH fluorogenic substrate, fluorescence endpoint; inhibition, % at 15 µM; AID 602261, 2012;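 active means compounds whose normalised, plate-corrected inhibition of enzyme fluorescence in the single-dose primary screen is 50% or more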;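 further: 0% = DMSO with enzyme and 100% = substrate without enzyme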
Rin1 Abl inh = inhibitors of Rin1-Abl protein binding, primary screen, biochemical, TR-FRET; Tyrosine-protein kinase ABL1 (Homo sapiens) + Ras and Rab interactor 1 (Homo sapiens), …; inhibition, % at 7.35 µM; actives 0.4% (n = 360,000); AID 588664, 2011; in the data active means inhibition above about 5%, passing the limit was not always enough
Rpn11 inh = Rpn11 (PSMD14) deubiquitinase inhibitors, primary screen, biochemical, fluorescence polarization, uHTS; human 26S proteasome, Ub4-pepOG fluorescence polarization; 20S core pre-blocked with epoxomicin; actives 0.59% (n = 360,000); calls only at 20 µM;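 active means inhibition at 20 µM, scaled to each plate's controls, above about 33%, limit read from the data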
MT1-MMP act inh = blockers of MT1-MMP proenzyme processing, primary screen, HT1080 RFP-PRO-GFP cells, GFP/RFP fluorescence; GFP/RFP ratio change, % at 20 µM; actives 0.061% (n = 360,000); GFP/RFP ratio fluorescence, overnight; percent of plate control window, DMSO zero; AID 651647, 2012;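 active means GFP/RFP ratio change of at least 30% with cell ATP level not reduced by more than half and red fluorescence within 50% of control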; further: strong numbers were not always called active
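Assay system: RFP-PRO-GFP reporter HT1080 cells; read-out basis: GFP/RFP fluorescence ratio; benchmarks: DMSO wells and RFP-L50D-GFP cells; doses: 20 µM single dose, 1% DMSO; schedule: overnight cell settling, then overnight compound exposure, 37 °C, 5% CO2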
MLLE-PAM2 inh = inhibitors of PABP1 MLLE–PAM2 peptide binding, primary screen, biochemical, fluorescence polarization, FITC-PAM2, GST-MLLE. inhibition, % at 20 µM. actives 0.36% (n = 360,000). AID 588489, 2011; in the data active means inhibition above about 35%, passing the limit was not always enough;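 further: plate controls were DMSO wells with GST-MLLE for no effect and wells lacking GST-MLLE protein for full effect; some results filed as inactive read as strong as hits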
Target sequence (P11940 whole entry, looked up): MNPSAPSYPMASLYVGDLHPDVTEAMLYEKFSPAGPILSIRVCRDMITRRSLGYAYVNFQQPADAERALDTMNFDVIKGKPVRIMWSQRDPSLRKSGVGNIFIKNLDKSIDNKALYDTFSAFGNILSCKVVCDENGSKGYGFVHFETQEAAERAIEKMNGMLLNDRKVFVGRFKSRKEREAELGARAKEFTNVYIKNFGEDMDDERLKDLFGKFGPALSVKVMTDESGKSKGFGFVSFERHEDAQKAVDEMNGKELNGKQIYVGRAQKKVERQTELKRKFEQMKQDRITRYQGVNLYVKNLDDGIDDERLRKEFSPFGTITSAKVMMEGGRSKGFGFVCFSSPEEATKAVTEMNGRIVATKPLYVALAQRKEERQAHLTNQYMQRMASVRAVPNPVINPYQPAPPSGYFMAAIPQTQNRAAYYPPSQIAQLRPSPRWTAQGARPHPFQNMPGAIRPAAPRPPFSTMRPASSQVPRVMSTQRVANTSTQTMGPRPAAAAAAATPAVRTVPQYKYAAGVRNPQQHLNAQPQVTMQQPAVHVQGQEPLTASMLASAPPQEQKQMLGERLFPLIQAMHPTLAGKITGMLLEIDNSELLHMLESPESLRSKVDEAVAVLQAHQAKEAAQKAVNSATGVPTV
MsrA inhibitor = bovine MsrA enzyme inhibitors, primary screen, biochemical, absorbance, HTS; Methionine sulfoxide reductase A (Bos taurus); purified bovine MsrA, absorbance read-out; inhibition, % at 15.5 µM; actives 0.75% (n = 360,000); AID 651718, 2012; in the data active means inhibition above about 4.5%;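 further: 0% = vehicle wells with enzyme and 100% = reference inhibitor wells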
An asterisk follows results filed as active; i = inactive; . = no result given.

The opening 5 compounds, to show the layout:
SMILES	bovine MsrA act	CSN inh	eLon inh	FAS-TE inh	Rin1 Abl inh	Rpn11 inh	MT1-MMP act inh	MLLE-PAM2 inh	MsrA inhibitor
C=CCn1c2ccccc2c2nnc(SCC(=O)Nc3c(C)n(C)n(-c4ccccc4)c3=O)nc21	-2	-1	1	-11	-2	i	5	8	1.5
CCCCNC(=O)/C(C#N)=C/c1ccc(F)cc1F	-9	-8	1	36	2	i	-6	15	-0.5
CN(CC(=O)Nc1ccccc1)CC(=O)Nc1ccccc1Cl	-2	8	-1	0	0	i	-4	0	1.4
CCOc1cc(NC(=S)NCc2ccco2)c(OCC)cc1NC(C)=O	1	-1	-13	-7	0	i	6	6	0.1
CCOC(=O)C1(Cc2cccc(OC)c2)CCCN(C(=O)CSC)C1 (configuration not stated)	-2	-5	2	-1	-3	i	2	11	1.4

Results, from the first entry:
SMILES	bovine MsrA act	CSN inh	eLon inh	FAS-TE inh	Rin1 Abl inh	Rpn11 inh	MT1-MMP act inh	MLLE-PAM2 inh	MsrA inhibitor
C=CCn1c2ccccc2c2nnc(SCC(=O)Nc3c(C)n(C)n(-c4ccccc4)c3=O)nc21	-2	-1	1	-11	-2	i	5	8	1.5
CCCCNC(=O)/C(C#N)=C/c1ccc(F)cc1F	-9	-8	1	36	2	i	-6	15	-0.5
CN(CC(=O)Nc1ccccc1)CC(=O)Nc1ccccc1Cl	-2	8	-1	0	0	i	-4	0	1.4
CCOc1cc(NC(=S)NCc2ccco2)c(OCC)cc1NC(C)=O	1	-1	-13	-7	0	i	6	6	0.1
CCOC(=O)C1(Cc2cccc(OC)c2)CCCN(C(=O)CSC)C1 (configuration not stated)	-2	-5	2	-1	-3	i	2	11	1.4
O=C(N/N=C/c1cccs1)C1COc2ccccc2O1 (configuration not stated)	8.6*	-2	-5	-5	-2	i	-2	-3	0.7
CN(c1ccccc1)S(=O)(=O)c1cccc(C(=O)Nc2ccc(N3CCOCC3)cc2)c1	0	-2	6	10	-1	i	-9	6	0.3
Cc1ccc2cc(CCNC(=O)c3cccc([N+](=O)[O-])c3)c(=O)[nH]c2c1C	-4	0	0	10	-1	i	4	9	0.8
CCCCS(=O)(=O)N1CCCC(C(=O)Oc2ccc(Cl)cc2)C1 (configuration not stated)	-8	-3	2	13	3	i	1	17	-1.1
CCOc1cc(/C=C(/C#N)c2nc3ccccc3[nH]2)ccc1Oc1ccc([N+](=O)[O-])cn1	-3	2	-12	1	2	i	-7	-1	-1.1
COc1cccc(C2=NOC(C(=O)NCc3ccccn3)C2)c1 (configuration not stated)	-12	-3	3	-6	0	i	3	7	1.8
Cn1c(SCC(=O)Nc2cccc(F)c2)nc2c([nH]c3ccccc32)c1=O	-7	0	-6	-6	-3	i	0	-12	1.0
Cc1ccc2nc(N(CCCN(C)C)C(=O)c3ccc(S(=O)(=O)N4CCOCC4)cc3)sc2c1	-5	-1	-3	4	6	i	5	-6	-0.3
C/C(CC(=O)Nc1ccc(F)cc1)=N\NC(=O)c1ccccn1	-2	-2	2	-4	-7	i	-3	2	0.3
CC1=NOC(=O)/C1=C\c1ccccc1	-5	-1	-2	-1	-2	i	-2	25	0.6
CCOC(=O)c1nnsc1C(OC)Oc1ccccc1 (configuration not stated)	-9	3	10	0	3	i	2	-1	1.4
O=C(N/N=C/c1ccco1)c1cccc(S(=O)(=O)Nc2ccccc2Cl)c1	3	1	-17	-7	1	i	-2	-8	1.3
CCOc1ccc(-n2c(SCc3nc(-c4cccs4)no3)nnc2-c2ccncc2)cc1	0	3	-4	2	2	i	-4	-16	-0.9
CNC1(c2nnnn2-c2ccccc2C)CCOC(C)(C)C1 (configuration not stated)	-2	-4	3	-4	3	i	4	-3	0.2
COc1ccc(Cl)cc1NC(=O)CN1C(=O)CC(C)S(=O)(=O)c2ccccc21 (configuration not stated)	-3	1	3	2	4	i	2	12	0.2
Clc1cccc(CSc2nnc(-c3c[nH]c4ccccc34)o2)c1	-2	1	-3	22	0	i	1	-2	-0.8
CC1(NC(=O)CC(c2ccccc2)(c2ccccc2)c2ccccc2)CCN(CCCc2ccccc2)C1=O (configuration not stated)	-1	0	-3	23	1	i	-24	0	3.0
COc1cc(C(=O)N2CCN(C(=O)C3COc4ccccc4O3)CC2)cc(OC)c1OC (configuration not stated)	-3	1	2	-8	-1	i	-1	6	1.0
CCCN(CCC)CCCNC(=O)c1cc2cc3ccc(OC)cc3nc2o1	-2	5	6	0	-8	i	2	7	3.6
COc1ccc(C(=O)Cn2c(C(C)=O)nc3ccccc32)cc1	-1	0	0	-2	1	i	9	-2	1.1

Next section:
SMILES	bovine MsrA act	CSN inh	eLon inh	FAS-TE inh	Rin1 Abl inh	Rpn11 inh	MT1-MMP act inh	MLLE-PAM2 inh	MsrA inhibitor
Cc1cc(OC(C)C(=O)N2CCN(c3ccc(F)cc3)CC2)c2c(C)c(C)c(=O)oc2c1 (configuration not stated)	0	0	10	22	2	i	5	4	-0.1
O=C(Cc1nnc(NC(=O)c2cccc([N+](=O)[O-])c2)s1)NCc1ccccc1	-7	2	0	25	1	i	3	-3	1.9
Nc1c(C(=O)Nc2nccs2)sc2nc(-c3cccs3)cc(C(F)(F)F)c12	-2	64	-104	-148	1	.	-141	0	1.4
Cc1ccccc1N/N=C/c1ccc(N2CCOCC2)cc1	-4	-2	-5	-1	-3	i	0	24	1.6
O=C(NC1(C(F)(F)F)NC(=O)N(c2ccc(F)c(Cl)c2)C1=O)c1ccncc1 (configuration not stated)	-4	-1	-10	-2	3	i	2	5	-1.7
CC1CN(S(=O)(=O)c2ccc(C(=O)NN3CCN(C)CC3)cc2)CC(C)O1 (configuration not stated)	-7	1	5	-14	0	i	0	-11	0.7
COc1ccc([C@@H]2[C@@H]3C(=O)N(C(C)(C)C)C(=O)[C@@H]3[C@]3(Cc4ccccc4)C(=O)N(c4cccc(C)c4)C(=O)N23)cc1	-3	4	-2	29	4	i	-2	18	-0.5
CC(C)CNC(=O)COC(=O)c1c2c(nc3ccccc13)/C(=C/c1cccs1)CC2	-3	1	-10	12	-3	i	-12	3	0.4
Cc1ccc(C(=O)N(CC#N)CC#N)cc1C	-9	-16	-2	-3	0	i	-1	-19	-0.7
CSc1nnc(NC(=O)c2ccc3c(c2)OCO3)s1	-5	4	-3	-4	0	i	-2	-44	-0.5
OCC1OC(Oc2c(Br)cc(Br)cc2Br)C(O)C(O)C1O (configuration not stated)	-3	6	-3	-5	0	i	4	-12	0.0
COc1ccc(C2=NOC(C(=O)NCCN3CCOCC3)C2)cc1 (configuration not stated)	-1	-6	5	-4	-4	i	12	0	-1.1
O=C(NN1C(=O)C2C(C1=O)C1C=CC2C12CC2)c1cccnc1 (configuration not stated)	-3	3	-3	-8	3	i	-2	-2	-0.6
O=C(NCc1ccccn1)C(=O)C1C(=O)Nc2ccccc21 (configuration not stated)	3	9	2	-5	0	i	0	5	0.8
O=C(NCCO)C(=O)NCC(c1cccs1)S(=O)(=O)c1ccc(F)cc1 (configuration not stated)	-1	-2	1	-8	2	i	2	-5	-0.1
CC(C)NC(=O)c1ccc(CS(=O)(=O)c2ccc(Br)cc2)o1	1	-2	0	0	-1	i	3	9	1.1
Cc1ccc(S(=O)(=O)/N=C/c2ccco2)cc1	-3	4	-10	-10	0	i	5	3	-1.5
O=C(CSc1nnc2ccccn12)NNC(=O)c1ccc([N+](=O)[O-])cc1	-4	-1	-9	-4	-3	i	-1	-6	0.3
COc1ccccc1N(CC(=O)Nc1ccccc1)S(=O)(=O)c1cccs1	-6	5	-3	7	1	i	-1	12	0.0
CCCCn1c(=O)c(CCC(=O)OCC(=O)Nc2cc(Cl)ccc2OC)nc2ccccc21	-2	-10	4	5	-1	i	-12	-5	0.2
c1csc(CNCc2ccncc2)c1	-3	3	-6	-3	5	i	-1	-1	-0.1
O=C(NCC1(N2CCOCC2)CCCCC1)c1ccc(Cl)c(S(=O)(=O)NCc2ccco2)c1	-8	0	-3	-2	-6	i	-3	-7	-1.0
COc1ccc(C(=O)NCC(=O)N2CCN(C(=O)c3ccco3)CC2)cc1OC	-7	-5	3	-8	0	i	-2	11	0.4
CC(C)NC(=O)CCCOc1ccc(Cl)cc1Cl	-2	-1	1	-5	-3	i	-2	-3	0.6
Cc1cc2occ(CC(=O)Nc3nccs3)c2cc1C(C)C	-3	-5	0	1	2	i	-1	-12	1.6

Further entries
SMILES	bovine MsrA act	CSN inh	eLon inh	FAS-TE inh	Rin1 Abl inh	Rpn11 inh	MT1-MMP act inh	MLLE-PAM2 inh	MsrA inhibitor
COc1ccc(C2c3c(-c4ccccc4O)n[nH]c3C(=O)N2CCc2ccc(OC)c(OC)c2)cc1 (configuration not stated)	0	-2	7	-136	2	i	4	1	0.6
CC(OC(=O)/C=C/c1cccs1)C(=O)NC1CCCCC1C (configuration not stated)	-5	0	-2	-2	-1	i	5	-5	0.3
CCNC(=O)CSc1nnc(-c2ccccc2)n1-c1ccc(OCC)cc1	-2	0	0	-4	-4	i	-1	-89	0.4
NC(=O)c1cc(S(=O)(=O)N2CCOCC2)ccc1Sc1ccccc1N	-1	-2	1	-6	0	i	-1	13	-1.6
CCN(CC)S(=O)(=O)c1cc(NC(=O)c2ccc(-n3cncn3)c([N+](=O)[O-])c2)ccc1C	-5	7	-10	4	2	i	2	-5	0.4
C=C(C)COc1ccc(-c2n[nH]c(C)c2-c2ccccc2OC)c(O)c1	-2	-5	1	-5	-3	i	0	5	-0.4
CC(C)(C)c1ccc(/C=C/C(=O)NCCCN2CCOCC2)cc1	-2	4	-5	-1	-1	i	5	-3	0.9
Cc1cccc(Nc2ncnc3nc[nH]c23)c1C	-6	3	-2	-6	-1	i	-4	-3	0.0
CCCCN=C(NNc1ccc(Br)cc1)C(=O)OCC	-4	-3	24	10	0	i	1	3	-1.9
Cc1c(C(=O)N2C[C@@H](C)O[C@@H](C)C2)oc2c(F)cccc12	-3	1	-5	-3	-5	i	0	13	0.8
O=C(Cc1cccs1)NCc1cccc(F)c1	-2	1	2	-7	0	i	-5	-1	2.8
Cc1cccc(NC(=O)CCS(=O)(=O)c2ccc3c(c2)oc(=O)n3C)c1	-4	2	-13	-2	-3	i	1	5	-0.1
CCOC1=C2[C@H](c3cccc(Cl)c3)N(S(=O)(=O)c3ccc(C)cc3)C[C@H]2n2c(=O)n(-c3ccccc3)c(=O)n2C1	-11	-5	-1	70*	-1	i	-1	-6	-0.6
Cc1cc(=O)c2c(=O)[nH][nH]c2[nH]1	-1	-3	-116	-5	3	i	3	2	0.6
CN1CCCN(CC(O)COCc2cccs2)CC1 (configuration not stated)	-1	1	1	-5	-4	i	0	-11	-0.2
Cn1c(=O)c2c(nc(NCC3CCCO3)n2Cc2cccc(Br)c2)n(C)c1=O (configuration not stated)	3	-1	-5	0	2	i	-4	12	-0.5
COc1cccc(C2CC(c3ccccc3)Nc3nc(N)nn32)c1 (configuration not stated)	1	-2	11	-6	-3	i	1	-11	0.5
COCCCNC(=O)CN(c1cccc(Cl)c1C)S(C)(=O)=O	-2	-6	-11	-8	-1	i	1	-2	-0.2
